High-throughput results as filed in PubChem.
HepG2 tox – counter-screen for TGF-b inhibitors: cytotoxicity in HepG2 cells | HepG2 CAGA-GFP viability, ATP luminescence, 18 h | Potency, µM (highest dose often 46.1 µM), for inactives: top-dose activity change, negative = cytotoxicity, actives largely listed as cytotoxic | 410,000 compounds, 0.76% hits; note: potency is the fitted concentration of half-maximal effect; some results filed as inactive show a strong effect at the top dose
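CellTiter-Glo luminescence gave cytotoxicity after 18 hours at 37 degrees C. The cells were HepG2 CAGA-GFP in 1% FBS DMEM, stimulated with 500 pg/mL TGF-beta after compound addition. %Activity was normalised to no-cell wells (complete cell-killing) and DMSO (no toxicity), and curves were fitted and classified.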
MmCpn inh – blocks the Methanococcus maripaludis chaperonin Mm-Cpn | purified Mm-Cpn ATPase, ADP Transcreener TR-FRET | Potency, µM (highest dose often 76.9 µM), for the others: top-dose activity, negative = inhibition, usual class: inhibitors | 330,000 compounds, 0.031% hits | AID 504842; note: potency is the fitted concentration of half-maximal effect; % is set by controls: 0 for no effect and ±100 for the full control effect; nearly all actives have a fitted effect of over 80% in size
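ATP (10 uM final) was added to archaeal chaperonin (25 nM final) after 10 min exposure to test compound at 37°C; after 30 min further incubation, ADP was detected by competitive TR-FRET.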
Nrf2 inh – Nrf2 pathway inhibition. A549 ARE-Fluc reporter, luciferase luminescence, 18-24 h. 360,000 compounds, 2.1% hits. Potency, µM (doses to about 46 µM), for inactives: top-dose activity change, negative = inhibition, actives largely listed as inhibitors; note: potency is the fitted concentration of half-maximal effect; % is set by controls: 0 for no effect and ±100 for the full control effect; nearly all actives have a fitted effect of over 60% in size
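Quantitative HTS in A549 cells stably bearing an antioxidant response element-firefly luciferase construct. Inhibition of Nrf2-driven transcription was scored by luminescence after 18-24 h of compound exposure at 37 °C.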
Nrf2 ARE act – activates Nrf2 signaling; AREc32 ARE-luciferase reporter (MCF7-derived line), luminescence, 24 h; Potency, µM (series often up to 46.1 µM), for the others: at the top dose activation, most hits filed as activators; 410,000 compounds, 0.31% hits; AID 624171; note: potency is the fitted concentration of half-maximal effect; % of control where 0% means no effect; nearly all actives have a fitted effect of over 65% in size
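Steps: seed AREc32_Fluc cells (1000/well, 5% FBS OPTI-MEM); incubate overnight at 37 deg C; add 23 nL compound; incubate 24 hr; add Steady-Glo; hold 30 min RT; read luminescence.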
CCT modulator – modulators of cytosolic chaperonin (CCT/TRiC) activity | purified chaperonin ATPase assay, HTRF ADP detection, 30 min | activity change, % (no concentration beside the values), hits read low | 360,000 compounds, 0.3% hits; in the data active = activity change below about -30%; note: % is set by controls: 0 for no effect and ±100 for the full control effect
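Enzyme 40 or 20 nM (batch-dependent) in Tris pH 7.4/KCl/MgCl2/DTT; cpd 76 uM single point; ATP 10 uM; 30 min 37 °C; Transcreener ADP HTRF detection, 30 min RT; ratio 665/615.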
Akt phos inh – inhibitors of Akt phosphorylation | Neuro2A IGF-stimulated pAkt S473 HTRF, 20 min; active compounds read low | activity change, % for hits at 50 µM | 360,000 compounds, 0.32% hits | AID 651550; in the data active = activity change below about -80%; inconclusive = mostly about -51% to -80%; note: % is set by controls: 0 for no effect and ±100 for the full control effect
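Neuro2A cells in DMEM with 0.5% FBS, overnight at 37 deg C, given compound at single 50 µM final, then IGF (6 nM final) for 20 min at 37 deg C. Lysed; phospho-Akt Ser473 by HTRF after 24 h, 665/615 ratio.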
S2 tox – reduces viability in counter-screen for ATXN expression inhibitors; S2 cells (HEK-293 line with an ATXN2-luciferase reporter) viability, CellTiter-Fluor protease fluorescence, 24 h; Potency, µM (series often up to 56.7 µM), usual class: cytotoxic; 400,000 compounds, 0.49% hits; AID 651635; note: potency is the fitted concentration of half-maximal effect; nearly all actives have a fitted effect of over 40% in size
TGFb inhibitor – blocks TGF-b signaling. 410,000 compounds, 1.2% hits. HepG2 CAGA-GFP TGF-b/SMAD3 reporter, GFP fluorescence, 18 h; TGF-beta stimulated, 500 pg/mL final. Potency, µM (top dose mostly 46.1 µM), inactives show at the top dose activity, negative = inhibition, most hits filed as inhibitors; note: potency is the fitted concentration of half-maximal effect; % is set by controls: 0 for no effect and ±100 for the full control effect; nearly all actives have a fitted effect of over 65% in size
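Using HEPG2 CAGA-GFP reporter cells at 1000 cells/well, we pinned test compounds, stimulated with recombinant TGF-beta (500 pg/mL final) and measured total well GFP after 18 h.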
A549 viability – A549 cytotoxicity, counter-screen for Nrf2 inhibitors. Potency, µM (titrated, usually from 46 µM), inactives show at the highest dose activity change, negative = cytotoxicity, actives largely listed as inhibitors. 390,000 compounds, 0.16% hits. A549 ARE-Fluc cells, CellTiter-Fluor viability, 18-24 h. AID 504648; note: potency is the fitted concentration of half-maximal effect; % is set by controls: 0 for no effect and ±100 for the full control effect
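A549 ARE-Fluc cells in 5% FBS OPTI-MEM, 5000 cells/well, rested 2 h then exposed to compounds in concentration-response for 18-24 h at 37 °C. Viability by CellTiter-Fluor fluorescence (Ex 405/Em 525) after 30 min; luciferase luminescence (BugLite, 15 min, RT) read afterwards.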
An asterisk follows results filed as active; i = inactive; ? = inconclusive; . = no result given; & = joins results of further samples; [ ] = dose if it differs, or a comment. Unless noted, calls come from the whole dose curve; as a rule, active = well fitted curve in the direction sought with a large enough effect; inconclusive = small, poorly fitted or top-dose-only effect, or another doubt; inactive = no such curve, though single readings can be large; an effect the other way counts as inactive or inconclusive. This is a random part of the collection; overall some 4.4% were active at least once.

SMILES | HepG2 tox | MmCpn inh | Nrf2 inh | Nrf2 ARE act | CCT modulator | Akt phos inh | S2 tox | TGFb inhibitor | A549 viability
CC1(C(=O)NC2CCCCCC2)CCN1C(=O)C1(c2ccccc2)CC1 (configuration not stated) | -42% | . | . | 0.0%[9.22 µM] | -0.8 | i | i | -22% | .
Cc1ccc(NC2=C(c3ccc(C(F)(F)F)cc3)C(=O)c3ccccc32)cc1C | 13µM* | . | ? | 14% | . | . | i | 0% | 2%
O=C(C1=C(O)C(=O)N(CCCN2CCOCC2)C1c1ccccn1)c1cc2ccccc2o1 (configuration not stated) | -1% | -7% | 2% | -0.3% | 3.0 | i | i | -33% | -9%
COc1cc2c(C)nc3c(c(C)nn3-c3ccccc3)c2cc1OC | 2% | -1% | 0% | -0.5% | 0.4 | i | ? | 24% | -7%
Cc1ccc(Nc2c(-c3ccccc3O)nc3cc(C)ccn23)cc1 | -37% | . | -11% | -0.7% | . | . | . | ? | 5%
C[C@@H]1COC(=O)[C@@H](CC(=O)OC(C)(C)C)C/C=C\C[C@@H](CC(=O)NCCO)C(=O)N1 | -1% | 2% | 7% | -1.2% | 0.4 | i | i | 4% | 3%
N#Cc1cccc(Nc2c3c(nc4ccccc24)CCC3)c1 | -48% | 1% | ? | -0.5% | 1.2 | i | i | ? | 1%
CCOc1cc(-c2noc(CCCC(N)=O)n2)cc(Br)c1OC | -3% | -3% | ? | 1.7% | 0.5 | i | i | 12% | -23%
O=C(NNC(=O)c1cccc2ccccc12)c1ccco1 | -21% | 0% | 5% | 15% | 0.9 | i | i | -6% | 9%
CC1CCCC(NC(=O)c2cc(-c3ccncc3)nc3ccccc23)C1C (configuration not stated) | -24% | 2% | -21% | 0.5% | -2.6 | i | i | -17% | -2%
O=C(CN1CCCC1)Nc1ccc2c(c1)CCC2 | -28% | -3% | 13% | 2.7% | 2.5 | i | i | 12% | 1%
CCS(=O)(=O)N1CCc2cc(C(=O)Nc3cccc(C(C)=O)c3)ccc21 | -16% | . | 2% | 5.8% | . | . | i | 24% | -1%
Cc1cccc(C)c1NC(=O)CC(NCCc1ccccc1)C(=O)O (configuration not stated) | 2% | 2% | 8% | -0.2% | -7.8 | i | ? | 6% | -1%
Cc1ccc(CNC(=O)COc2ccc(C)nc2[N+](=O)[O-])cc1 | -2% | 2% | 13% | -0.3% | -1.9 | i | i | -16% | 2%
Cc1ccccc1C(=O)NC1CCN(CC(=O)Nc2ccc3c(c2)OCO3)CC1 | 23% | 0% | 0% | 2.5% | -0.8 | i | i | 0% | 0%
O=C(O)C1C2C=CC3(CN(Cc4ccccn4)C(=O)C13)O2 (configuration not stated) | -10% | 1% | -13% | -0.3% | -1.4 | i | i | 0% | -8%
COc1cc(C2(c3ccc(O)c(OC)c3)C(=O)N(C)c3ccc(Br)cc32)ccc1O | -19% | . | -12% | 3.0% | 1.5 | i | ? | ? | 1%
CCN(CC)S(=O)(=O)c1ccc(Cl)c(C(=O)Nc2ccc(Cl)cc2[N+](=O)[O-])c1 | 2% | -1% | ? | 3.0% | -2.1 | i | ? | ? | -8%
CSCCC(NC(N)=O)C(=O)NCc1cccc(Cl)c1 (configuration not stated) | -7% | -1% | 5% | 0.5% | 0.1 | i | i | -8% | -2%
C=Cc1ccc(Cn2c(C(=O)O)c(CNCc3cccs3)c3ccc(C)cc32)cc1 | 13µM* | . | -27% | 0.1% | . | . | . | ? | 15µM*
COCCCNC(=S)NNC(=O)c1ccc(C(C)(C)C)cc1 | -16% | 0% | -10% | -0.9% | -1.6 | i | i | -10% | -12%
COc1ccc(OCCC(=O)NCc2ccccc2)cc1 | 4% | 0% | 13% | -0.3% | -1.1 | i | ? | 3% | 0%
COc1ccc(CNC(=O)C(=O)NCc2ccncc2)cc1 | 3% | 4% | 4% | 0.1% | -1.4 | i | i | 2% | 8%
O=C(NC(=S)Nc1ccc2oc(=O)ccc2c1)c1ccccc1F | -1% | -24% | -23% | 4.9% | 1.8 | i | i | 11% | 1%

Nothing new here: nine of the compounds above.
SMILES | HepG2 tox | MmCpn inh | Nrf2 inh | Nrf2 ARE act | CCT modulator | Akt phos inh | S2 tox | TGFb inhibitor | A549 viability
Cc1ccc(CNC(=O)COc2ccc(C)nc2[N+](=O)[O-])cc1 | -2% | 2% | 13% | -0.3% | -1.9 | i | i | -16% | 2%
Cc1ccccc1C(=O)NC1CCN(CC(=O)Nc2ccc3c(c2)OCO3)CC1 | 23% | 0% | 0% | 2.5% | -0.8 | i | i | 0% | 0%
O=C(O)C1C2C=CC3(CN(Cc4ccccn4)C(=O)C13)O2 (configuration not stated) | -10% | 1% | -13% | -0.3% | -1.4 | i | i | 0% | -8%
COc1cc(C2(c3ccc(O)c(OC)c3)C(=O)N(C)c3ccc(Br)cc32)ccc1O | -19% | . | -12% | 3.0% | 1.5 | i | ? | ? | 1%
CCN(CC)S(=O)(=O)c1ccc(Cl)c(C(=O)Nc2ccc(Cl)cc2[N+](=O)[O-])c1 | 2% | -1% | ? | 3.0% | -2.1 | i | ? | ? | -8%
CSCCC(NC(N)=O)C(=O)NCc1cccc(Cl)c1 (configuration not stated) | -7% | -1% | 5% | 0.5% | 0.1 | i | i | -8% | -2%
C=Cc1ccc(Cn2c(C(=O)O)c(CNCc3cccs3)c3ccc(C)cc32)cc1 | 13µM* | . | -27% | 0.1% | . | . | . | ? | 15µM*
COCCCNC(=S)NNC(=O)c1ccc(C(C)(C)C)cc1 | -16% | 0% | -10% | -0.9% | -1.6 | i | i | -10% | -12%
COc1ccc(OCCC(=O)NCc2ccccc2)cc1 | 4% | 0% | 13% | -0.3% | -1.1 | i | ? | 3% | 0%

Next results:
SMILES | HepG2 tox | MmCpn inh | Nrf2 inh | Nrf2 ARE act | CCT modulator | Akt phos inh | S2 tox | TGFb inhibitor | A549 viability
O=C(c1ccc(Cl)cc1)N(Cc1ccco1)C1CCS(=O)(=O)C1 (configuration not stated) | 1% | 1% | -6% | 0.1% | -7.6 | i | i | 4% | -12%
O=C1CC(c2ccccc2)CN1S(=O)(=O)c1ccccc1 (configuration not stated) | -3% | 0% | 5% | 0.0% | -0.4 | i | i | -6% | 4%
COCCNC(=O)c1c(N)n(CCCn2ccnc2)c2nc3ccccc3nc12 | -2% | -9% | -1% | 0.8% | -0.2 | i | . | -1% | ?
O=C(Cn1ncc2c(=O)oc3ccccc3c21)NCCC1=CCCCC1 | 0% | -1% | -9% | -0.4% | 0.3 | i | i | 1% | -2%
COc1ccc(-c2nc(CS(=O)CC(=O)NCCc3ccc(OC)c(OC)c3)c(C)o2)cc1 (configuration not stated) | -37% | 0% | -8% | -0.4% | 2.1 | i | i | 0% | -20%
Cc1ccc(Cl)cc1NC(=S)N(Cc1cccnc1)Cc1ccccc1Cl | 3% | -2% | ? | -0.2% | -1.0 | i | ? | ? | -1%
CCC/C=C1/CCCOC(C(=O)NCC2CC2)(C(F)(F)F)C1 (configuration not stated) | -1% | . | 20% | . | . | . | . | -15% | -3%
C=CCOc1ccc(Cl)cc1-c1noc(-c2csc([C@H]3C[C@H](O)[C@@H](CO)O3)n2)n1 | -11% | . | . | 7.2% | 0.3 | i | ? | 23% | .
Cc1nc(C(=O)NC(C)C)nn1-c1cc(Cl)cc(Cl)c1 | -37% | -6% | -18% | -0.6% | -1.9 | i | i | 0% | -3%
CCCn1cnc2c(N)c(C)c(C)cc21 | 12% | 1% | -12% | 0.3% | -2.6 | i | i | ? | .
Cc1c(Cl)cccc1N1C(N)=C(C#N)C(c2cc(CN3CCOCC3)cs2)C2=C1CCCC2=O (configuration not stated) | -21% | . | 1% | 6.1% | . | . | i | -4% | -12%
Cc1ccc(C(=O)NCCNC(=O)c2ccc(C)o2)o1 | 3% | 1% | -20% | -0.1% | 0.0 | i | i | 4% | 1%
O=C1CC(c2ccc(S(=O)(=O)N3CCN(c4ccccc4)CC3)cc2)CN1 (configuration not stated) | -22% | -2% | -16% | -0.7% | -0.1 | i | i | 13% | 9%
Cc1ccc(NC(=O)Cn2nc(-c3ccco3)ccc2=O)cc1Cl | -1% | -10% | -1% | 18% | 1.0 | i | i | 4% | -2%
COc1ccc(C(=O)c2oc3ccccc3c2NC(=O)COc2c(C)cc(C)cc2C)cc1 | -2% | . | 2% | 0.0% | . | . | i | 1% | -1%
CC(C)COn1c(=S)[nH]c2ccccc2c1=O | -16% | 0% | 5% | 0.0% | -0.4 | i | i | -8% | -3%
Cc1ccc(N2CC(C(=O)NCc3nnnn3-c3ccc(C)c(C)c3)CC2=O)cc1 (configuration not stated) | 0%&-10% | 0% | 4% | -0.1%&-0.2% | -6.1 | i | i | ? | 1%&2%
CC(=O)Nc1cccc(Oc2nc(C(F)(F)F)nc3ccccc23)c1 | -11% | 1% | 22% | 0.5% | -6.8 | i | i | -4% | 1%
COC(=O)C(NS(=O)(=O)c1ccc(N2CCCC2=O)cc1)c1ccccc1 (configuration not stated) | -3% | -1% | -18% | -1.9% | 0.1 | i | i | -18% | -1%
O=C(COC(=O)COc1ccccc1F)NC1CC1 | 17% | -1% | 15% | 0.3% | -1.0 | i | i | 25% | 3%
COc1ccc(CCN(C)CCN2C(=O)c3ccccc3C2=O)cc1OC | 0% | -1% | 8% | -0.5% | -1.7 | i | i | -28% | 0%
COc1ccc(-n2c(C)nn(CCOc3ccccc3)c2=O)cc1 | -23% | 1% | ? | 2.7% | -1.4 | i | i | -5% | -1%
